# Screening results deposited in PubChem BioAssay by several laboratories.
# LANA DNA inh: KSHV C-LANA DNA binding inhibition; MBP-C-LANA/FAM-LBS DNA binding, fluorescence polarization; inhibition, % at 9 µM; actives 0.078% (n = 340,000); AID 504423;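 active means highest replicate inhibition at or above 60% at 9 µM, even if other replicates fall short; inactive means all replicates below 60% inhibition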;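 further: 0% = neutral control wells and 100% = 4 µM acridine orange control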
# SR-BI uptake up: SR-BI HDL lipid transfer activation; CHO ldlA[mSR-BI] cells, DiI-HDL uptake fluorescence, 3 h; 100 = double the neutral-control signal; activation, % at 12.5 µM; actives 0.096% (n = 320,000);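 active means mean replicate activation of at least 60% and every replicate at or above 60%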;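 further: 0% = median plate neutral-control signal and 100% = twice that signal; values of inactives mirror those of a sister screen read the other way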
#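 Material: SR-BI-overexpressing, LDLR-lacking CHO cells | Dosing: Single compound concentration, delivered by pin transfer | Probe or stimulus: Labelled HDL, 10 µg/mL | Signal: Bottom-read cell fluorescence after medium removal, ex 550/em 595 nm | Schedule: 3 h, 37 °C | Evaluation: HDL uptake via cellular fluorescence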
# CAL PDZ FP-1: human CAL PDZ-peptide interaction inhibition | inhibition, % at 20 µM | Q9HD26 | AID 504414 | actives 0.02% (n = 330,000) | purified CAL PDZ, TMR-peptide fluorescence polarization, 1 h;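 active means highest replicate inhibition of at least 40%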;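 further: plate controls were DMSO neutral control wells for no effect and unlabeled competitor peptide control wells for full effect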
#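 material = purified tagged CAL PDZ domain construct (CerCALP) | compound dosing = 20 µM, one dose | times = 1 h at RT | measured by = fluorescence polarization from S- and P-plane intensities, G-factor corrected | read-out = inhibition from polarization loss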
# cardiac RTF act: increases calcium sensitivity of human cardiac regulated thin filaments. IANBD-labeled TnC RTF fluorescence at EC20 calcium; 0% EC20 calcium, 100% full calcium. activation, % at 7.2 µM. actives 0.24% (n = 340,000). AID 493008;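 active means activation above the mean over all tested compounds plus 3 SD, cut at about 30% in these data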;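 further: rise in fluorescence read as greater calcium sensitivity of cardiac thin filaments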
# CAL PDZ FP-2: blocks peptide binding to the human CAL PDZ domain | AID 602252 | actives 0.92% (n = 300,000) | inhibition, % at 24.9 µM | purified CAL PDZ, TMR-peptide fluorescence polarization, 1 h;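 active means mean inhibition of at least 30% with at least half of replicates also reaching 30%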;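 further: 0% = DMSO neutral control and 100% = excess unlabeled competitor peptide PRC23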
# RTF Ca sens inh: cardiac RTF calcium desensitization | P19429+P45379 | IANBD-labeled cardiac RTF, Ca2+ fluorescence | inhibition, % at 7.15 µM | actives 0.12% (n = 340,000);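 active means inhibition above the mean inhibition of all tested compounds plus 3 SD, cut at about 17% in these data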;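 further: assay run at fixed EC70 calcium of 1.6 mM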
# PKA-R2B act: activates the human PKA-R2B holoenzyme complex. P22694+P31323. PKA-R2B holoenzyme dissociation, Cy5-IP20 fluorescence polarization; R2B truncated from residue 108, S112A mutant; 0% DMSO only, 100% 113 µM cGMP. activation, % at 11.4 µM. actives 0.079% (n = 340,000). AID 504700;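 active means activation above a cutoff set at the mean over all compounds plus 3 SD, cut at about 18% in these data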;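 further: higher means more holoenzyme dissociation and a rise in polarization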
# Target sequence (P31323 whole entry, looked up, other chains not shown, the tested form may be a part): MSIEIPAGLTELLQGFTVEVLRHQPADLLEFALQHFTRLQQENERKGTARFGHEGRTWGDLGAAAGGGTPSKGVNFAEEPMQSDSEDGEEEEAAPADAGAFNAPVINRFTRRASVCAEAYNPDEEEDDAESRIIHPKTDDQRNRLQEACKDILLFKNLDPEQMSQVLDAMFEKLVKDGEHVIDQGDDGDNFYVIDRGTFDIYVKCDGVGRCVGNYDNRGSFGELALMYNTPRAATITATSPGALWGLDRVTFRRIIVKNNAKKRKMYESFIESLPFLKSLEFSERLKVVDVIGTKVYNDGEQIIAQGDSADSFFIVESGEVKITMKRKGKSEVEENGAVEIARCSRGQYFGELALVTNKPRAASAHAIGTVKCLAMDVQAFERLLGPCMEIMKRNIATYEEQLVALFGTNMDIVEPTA
# DAGLB inhibitor: blocks human DAGLB lipase activity; Q8NCG7; HEK293T DAGLB membrane lysate, EnzChek fluorogenic substrate; inhibition, % at 5.17 µM; actives 0.059% (n = 340,000); AID 504411; in the data active means inhibition above about 34%;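 further: 0% = enzyme with vehicle and 100% = wells lacking enzyme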
# Keap1 Nrf2 FP: inhibitors of human Keap1-Nrf2 protein-protein interaction; actives 0.15% (n = 340,000); Q14145; Keap1 Kelch-Nrf2 peptide fluorescence polarization, 1536-well; inhibition, % at 9.4 µM; in the data active means inhibition above about 12%;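 further: human Keap1 Kelch domain with fluorescein labeled Nrf2 9mer peptide probe; 0% = neutral control wells and 100% = peptide positive control; higher means more block of Keap1 binding to Nrf2 peptide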
# Target sequence (Q14145 whole entry, looked up, the tested form may be a part): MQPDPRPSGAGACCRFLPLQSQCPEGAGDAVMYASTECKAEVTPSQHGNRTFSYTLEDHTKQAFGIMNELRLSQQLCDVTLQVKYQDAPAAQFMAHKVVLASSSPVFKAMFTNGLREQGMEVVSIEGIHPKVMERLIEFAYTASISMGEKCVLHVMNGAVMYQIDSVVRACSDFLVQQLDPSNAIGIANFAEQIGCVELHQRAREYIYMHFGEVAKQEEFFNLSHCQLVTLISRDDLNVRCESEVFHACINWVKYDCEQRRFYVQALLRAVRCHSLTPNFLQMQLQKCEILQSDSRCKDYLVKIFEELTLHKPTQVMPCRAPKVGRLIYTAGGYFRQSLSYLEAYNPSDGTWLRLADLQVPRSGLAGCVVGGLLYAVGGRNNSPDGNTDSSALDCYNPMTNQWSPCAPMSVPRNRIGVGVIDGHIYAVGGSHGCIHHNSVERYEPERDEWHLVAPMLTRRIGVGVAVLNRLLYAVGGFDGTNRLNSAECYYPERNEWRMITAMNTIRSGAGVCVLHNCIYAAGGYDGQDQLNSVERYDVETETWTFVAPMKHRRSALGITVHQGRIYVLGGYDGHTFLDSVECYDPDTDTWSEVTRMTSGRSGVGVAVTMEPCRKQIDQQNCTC
# Rtt109 Vps75: blocks Candida albicans Rtt109/Vps75 acetyltransferase activity | purified Rtt109/Vps75, ThioGlo CoA-SH fluorescence, 4 h | actives 0.16% (n = 330,000) | Q5AAJ8 | inhibition, % at 34.9 µM;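 active means inhibition of at least 50% in every replicate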
# Starred values were filed as active, the others as inactive; · = no result given.
SMILES,LANA DNA inh,SR-BI uptake up,CAL PDZ FP-1,cardiac RTF act,CAL PDZ FP-2,RTF Ca sens inh,PKA-R2B act,DAGLB inhibitor,Keap1 Nrf2 FP,Rtt109 Vps75
COc1ccc(NC(=S)NC2CCS(=O)(=O)C2)cc1 (stereo not given),-1.7,23,-1.5,-1,0,3,9,-1,-2,-13
CCN(CC)CCCNc1cc(C)nc2cc(-c3cccs3)nn12,1.4,7,-1.5,-3,-1,1,-3,-3,0,20
CN(c1ccccc1)S(=O)(=O)c1cccc(NC(=O)c2ccncc2)c1,-2.2,-18,-1.8,-5,-5,-1,2,1,2,-3
CCCCn1c(N)c(N(CCOC)C(=O)CCCc2cccs2)c(=O)[nH]c1=O,-0.5,2,-2.9,2,5,-15,2,3,-1,-6
O=C(CN(Cc1ccco1)C(=O)CNS(=O)(=O)c1ccc(F)cc1)NCCc1ccccc1,-0.4,0,-0.5,-4,-2,-2,0,-2,2,-3
O=C(Cc1ccc(F)cc1)OCn1nnc2ccccc2c1=O,-0.3,9,-0.8,2,4,2,-7,0,-4,-32
CCn1c(NC(=O)c2cccs2)c(-c2cccs2)c(=O)c2ccccc21,-1.1,6,-0.3,5,0,-2,3,3,-8,2
Cc1ccc(CNC(=O)c2ccccc2-n2cnnn2)cc1,0.6,·,-2.1,-5,0,-17,6,0,-2,-4
NCC(c1ccc(Cl)cc1Cl)c1c[nH]c2ccccc12 (stereo not given),-2.5,18,-1.2,6,-4,-6,-14,3,6,0
C[N+]1(CC(=O)Nc2ccc(F)cc2)CCN(C(=O)c2ccco2)CC1,-0.7,-11,0.0,-6,2,-2,-13,1,-3,-1
Cc1ccc(C(=O)OC/C(O)=C(\C#N)c2nc3ccccc3[nH]2)cc1S(=O)(=O)N1CCOCC1,-0.2,-15,-0.1,-4,-4,1,-3,3,-6,-7
NC(=O)NC(=O)CC1S/C(=N/N=C2\CSC(=O)N2)NC1=O (stereo not given),-2.3,3,-0.6,-1,0,-3,1,-6,0,-23
O=C(CN1CCN(C(C(=O)Nc2cc(C(F)(F)F)ccc2Cl)c2ccccc2)CC1)NC1CC1 (stereo not given),0.9,-2,-0.2,4,-7,-3,6,-1,-4,5
O=C(/C=C/c1cc(Br)ccc1F)OCC(=O)N1CCCC1,0.6,-9,0.8,-4,·,-7,3,-2,-3,-2
CCNC(=S)NCc1ccc(F)cc1,4.6,15,0.4,11,-4,3,9,1,0,8
O=C(COC(=O)CNC(=O)c1ccccc1F)NCCC1=CCCCC1,-2.7,29,-0.4,2,-3,3,-6,-3,0,-10
Cc1c(C(=O)N2CCOCC2)oc2ccc(Br)cc12,1.6,-11,-0.8,-2,·,-20,-11,0,-4,4
CCC1CCCCN1C(=O)COC(=O)c1cc2ccccc2cc1O (stereo not given),0.9,·,-1.2,6,-3,-4,-9,-3,-6,8
CCN(C(=O)CSc1nc2cc(C(=O)O)ccc2c(=O)n1-c1ccccc1F)C1CCS(=O)(=O)C1 (stereo not given),1.5,17,0.3,-3,1,-10,-6,-1,1,-8
CCOc1ccc(Cc2nnc(SCC(=O)Nc3ccccc3)n(N)c2=O)cc1,2.8,8,-3.0,5,-3,-20,-1,3,-3,0
CC[C@]12c3[nH]c4ccc(OC)cc4c3CCN1C(=O)C(CC(=O)NCCCn1ccnc1)C[C@@H]2C(=O)N1CCN(C(=O)c2ccco2)CC1 (stereo not given in full),1.4,-24,0.8,-3,0,-2,-3,0,-1,-7
CCOc1ccc(C(=O)NCc2ccccn2)cc1,0.7,3,-1.0,4,·,-7,1,0,7,0
COCCN(C(=O)COC(=O)/C=C/c1cccc(OC)c1)c1c(N)n(CC(C)C)c(=O)[nH]c1=O,2.5,21,-2.1,-15,0,0,-1,3,2,-1
CC(=O)c1c(C)[nH]c(C(=O)OCC(=O)Nc2nnc(-c3ccccc3)o2)c1C,2.8,33,0.0,15,·,-17,-16,-1,0,-2
Cn1c(=O)c2ncn(CC(=O)N/N=C/c3ccco3)c2n(C)c1=O,-0.1,14,-4.2,-8,-2,-14,3,0,-5,1
COc1ccccc1N1CCN(C(=O)Oc2ccccc2)CC1,1.6,-18,-0.6,3,-3,-7,7,-5,-2,-3
CCc1ccccc1NC(=O)CN(C)C(=O)CSc1nn(-c2ccccc2)c(=S)s1,0.0,20,-2.5,3,-3,0,-8,4,-3,3
Cc1ccc(NC(=S)NCCc2ccc(S(N)(=O)=O)cc2)c(C)c1,3.3,-17,-2.1,-4,-3,-1,0,4,2,7
CN(C(=O)COC(=O)CSc1ccc(C(N)=O)cc1[N+](=O)[O-])C1CCS(=O)(=O)C1 (stereo not given),-0.6,36,-2.1,4,-4,-12,-39,1,2,20
CC1CN(C(=O)Cn2cc(S(=O)(=O)CC(=O)N3CCOCC3)c3ccccc32)CC(C)O1 (stereo not given),-0.6,21,-1.3,-2,-5,1,4,0,5,6
CCOC(=O)c1sc(NC(=O)c2ccc(OC(C)=O)cc2)nc1C,-1.6,-55,-3.3,2,-3,-9,7,-1,-6,-2
COc1ccc(OC)c(C2CC(=O)OC3=C2C(=O)CC(C)(C)C3)c1 (stereo not given),-0.3,9,-1.4,7,6,2,-9,2,-6,8
Nc1c(C(=O)Nc2ccccc2F)sc2nc(Cc3ccccc3)cc(C(F)(F)F)c12,44,-25,-0.5,49*,·,-8,8,-3,33*,-33
CC(=O)Cc1nsc(Nc2ccc(Cl)cc2)n1,1.2,10,-1.7,3,-7,3,-1,0,2,4
c1ccc(CC2CCN(c3nc4ccccc4n4cnnc34)CC2)cc1,0.5,-14,-1.7,-6,-1,-1,-2,-14,-5,1
COc1ccc(N2C(N)=NC(N)=NC23CCCC3)cc1,0.3,6,-0.2,0,-1,4,-6,-2,4,-12
COc1ccc(C(=O)Nc2cccc(/C(C)=N/NC(=O)c3ccc([N+](=O)[O-])cc3)c2)cc1OC,-1.0,-71,-1.8,-10,1,-6,-13,4,0,·
COc1ccc2ccccc2c1/C=N/NC(=O)CC1(C)OCCCO1,0.6,-3,-2.7,10,0,3,-8,0,-5,6
CN(C(=O)CSc1nnc(Nc2ccccc2)s1)C1CCS(=O)(=O)C1 (stereo not given),0.0,17,-1.8,2,-6,-9,-7,1,1,-9
CC(=O)Nc1ccc(NC(=O)C2CCCN(C(=O)c3ccc(Cl)cc3)C2)cc1 (stereo not given),0.9,-9,0.1,-2,-3,-4,2,-3,-3,1
N#CCCN1CCN(C(=S)c2ccc(-c3ccc(Cl)c(Cl)c3)o2)CC1,0.9,-61,·,-7,-2,3,-9,2,-1,0
Cc1ccc(/C=N/NC(=O)c2cc(-c3cccnc3)nc3ccccc23)cc1,0.1,-33,0.0,-3,1,-5,-6,-2,-2,-8
CCc1ccc2[nH]c(=O)c(Cc3ccccc3)c(O)c2c1,-0.6,15,-0.6,3,-2,0,-4,-1,-3,4
O=C(NC(=S)NC1CCCC1)c1ccccc1Br,0.2,8,-0.3,0,-3,-5,-10,-5,-5,-1
Cc1ccccc1NS(=O)(=O)c1ccc(C(=O)N2CCN(S(=O)(=O)c3ccccc3)CC2)cc1,-1.3,9,1.7,-1,-4,3,-2,-1,-7,0
Cc1ccccc1NC(=S)NC(=O)Cc1ccc(Cl)cc1,3.9,-7,·,0,0,2,0,-5,1,1
COc1ccc(N2C(=O)CC(N(CCc3ccc(OC)c(OC)c3)C(=S)Nc3ccccc3)C2=O)cc1 (stereo not given),-0.4,-21,0.3,-3,-5,-2,4,-1,0,-1
CC(C)(C)OC(=O)N(CCc1ccccc1)Cc1cccc(OCc2cccc(NC(=O)/C=C/c3ccccc3)c2)c1,-2.0,-44,-0.1,0,-5,-2,1,-11,4,6
CC(C)OC(=O)c1nnn(-c2nonc2N)c1CN1CCCCCC1,-0.3,14,-1.0,-2,-1,-6,1,-2,0,-4
CCc1ccc2c(c1)C(=O)C(=O)N2CC(=O)Nc1ccc(NC(=O)c2ccccn2)cc1,-1.1,-28,-2.0,-7,1,-8,0,4,1,18

# Entries above with two or more sulfur atoms:
SMILES,LANA DNA inh,SR-BI uptake up,CAL PDZ FP-1,cardiac RTF act,CAL PDZ FP-2,RTF Ca sens inh,PKA-R2B act,DAGLB inhibitor,Keap1 Nrf2 FP,Rtt109 Vps75
COc1ccc(NC(=S)NC2CCS(=O)(=O)C2)cc1 (stereo not given),-1.7,23,-1.5,-1,0,3,9,-1,-2,-13
CCn1c(NC(=O)c2cccs2)c(-c2cccs2)c(=O)c2ccccc21,-1.1,6,-0.3,5,0,-2,3,3,-8,2
NC(=O)NC(=O)CC1S/C(=N/N=C2\CSC(=O)N2)NC1=O (stereo not given),-2.3,3,-0.6,-1,0,-3,1,-6,0,-23
CCN(C(=O)CSc1nc2cc(C(=O)O)ccc2c(=O)n1-c1ccccc1F)C1CCS(=O)(=O)C1 (stereo not given),1.5,17,0.3,-3,1,-10,-6,-1,1,-8
CCc1ccccc1NC(=O)CN(C)C(=O)CSc1nn(-c2ccccc2)c(=S)s1,0.0,20,-2.5,3,-3,0,-8,4,-3,3
Cc1ccc(NC(=S)NCCc2ccc(S(N)(=O)=O)cc2)c(C)c1,3.3,-17,-2.1,-4,-3,-1,0,4,2,7
CN(C(=O)COC(=O)CSc1ccc(C(N)=O)cc1[N+](=O)[O-])C1CCS(=O)(=O)C1 (stereo not given),-0.6,36,-2.1,4,-4,-12,-39,1,2,20
CN(C(=O)CSc1nnc(Nc2ccccc2)s1)C1CCS(=O)(=O)C1 (stereo not given),0.0,17,-1.8,2,-6,-9,-7,1,1,-9
Cc1ccccc1NS(=O)(=O)c1ccc(C(=O)N2CCN(S(=O)(=O)c3ccccc3)CC2)cc1,-1.3,9,1.7,-1,-4,3,-2,-1,-7,0

# Arranged by the number under Rtt109 Vps75 (largest number first): three from the list above.
smiles,LANA DNA inh,SR-BI uptake up,CAL PDZ FP-1,cardiac RTF act,CAL PDZ FP-2,PKA-R2B act,DAGLB inhibitor,Keap1 Nrf2 FP,Rtt109 Vps75
COc1ccc(OC)c(C2CC(=O)OC3=C2C(=O)CC(C)(C)C3)c1 (stereo not given),-0.3,9,-1.4,7,6,-9,2,-6,8
O=C(CN(Cc1ccco1)C(=O)CNS(=O)(=O)c1ccc(F)cc1)NCCc1ccccc1,-0.4,0,-0.5,-4,-2,0,-2,2,-3
COc1ccc(NC(=S)NC2CCS(=O)(=O)C2)cc1 (stereo not given),-1.7,23,-1.5,-1,0,9,-1,-2,-13
